# CHT block = human CHT choline transport inhibition | CHT-expressing cells, membrane potential dye, choline response; stronger effect = lower value | B-score at 10 µM | hit rate 0.86% among 310,000 | AID 488975;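 active = B-score over 3 SD under the library average, and starting fluorescence ratio not unusually high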;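 also: choline stimulus applied at its EC90 after an EC20 pre-addition; B-score computed on integrated fluorescence ratio after choline addition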
# KCNQ2 block = KCNQ2 potassium channel inhibitors, primary screen, cell-based, CHO-K1, FluxOR thallium flux, B-score (AID 2156) | O88943 | 20 min; stronger effect = lower value | B-score at 10 µM | hit rate 1.1% among 310,000;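 active = fluorescence ratio B-score at most minus 3 library SDs, with starting brightness B-score within 2 library SDs, cut at about -5.5 in these data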
# Target sequence (O88943 whole entry, looked up): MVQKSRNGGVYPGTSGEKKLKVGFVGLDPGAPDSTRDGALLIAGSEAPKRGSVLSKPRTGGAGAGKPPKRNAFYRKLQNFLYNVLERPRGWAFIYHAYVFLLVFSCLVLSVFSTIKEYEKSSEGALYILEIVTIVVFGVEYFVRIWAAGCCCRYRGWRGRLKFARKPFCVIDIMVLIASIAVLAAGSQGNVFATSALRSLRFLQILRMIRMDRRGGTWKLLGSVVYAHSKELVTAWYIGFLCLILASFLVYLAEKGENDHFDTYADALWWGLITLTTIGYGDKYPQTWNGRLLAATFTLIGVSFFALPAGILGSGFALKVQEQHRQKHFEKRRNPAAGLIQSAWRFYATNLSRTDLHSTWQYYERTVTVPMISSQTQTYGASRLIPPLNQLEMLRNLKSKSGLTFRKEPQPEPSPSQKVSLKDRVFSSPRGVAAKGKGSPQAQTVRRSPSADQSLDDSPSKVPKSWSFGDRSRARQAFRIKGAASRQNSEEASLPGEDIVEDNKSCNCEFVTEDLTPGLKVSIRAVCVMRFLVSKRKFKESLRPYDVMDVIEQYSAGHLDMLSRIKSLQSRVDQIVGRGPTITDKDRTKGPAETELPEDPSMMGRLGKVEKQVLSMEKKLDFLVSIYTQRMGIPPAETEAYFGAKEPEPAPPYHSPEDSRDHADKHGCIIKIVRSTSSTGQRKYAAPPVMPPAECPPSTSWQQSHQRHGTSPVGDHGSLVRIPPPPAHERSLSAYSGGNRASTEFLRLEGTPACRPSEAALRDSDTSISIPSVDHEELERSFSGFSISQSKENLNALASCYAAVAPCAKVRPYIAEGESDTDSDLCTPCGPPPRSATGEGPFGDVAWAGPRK
# Numbers without * were called inactive; i = inactive; nt = not tested or not shown.
SMILES,CHT block,KCNQ2 block
COc1ccccc1/C=N\N=C(\N)c1ccccn1,i,i
O=C(CSc1nnc(NC(=O)c2ccccc2F)s1)NC1CC1,i,i
CC1C(=O)N2CCCc3cc(S(=O)(=O)Nc4ccccc4F)cc1c32 (configuration not stated),i,i
COc1ccc(CNc2nc(C)cc(C)c2C#N)cc1,i,i
COc1ccc(-c2nnc(SCc3ccccc3F)o2)cc1,i,i
c1coc(-c2nc3nc4ccccc4n3nc2-c2ccco2)c1,i,i
O=C(NCCO)c1ccc(Oc2ccc(C(F)(F)F)cc2[N+](=O)[O-])cc1,i,i
CCOc1cc(C2C(C(=O)OC)=C(C)N=C3SCCC(=O)N32)ccc1OC(C)=O (configuration not stated),i,i
CC(=O)c1ccc(NC(=O)C(C)N(C)CC(=O)Nc2ccc(N3CCOCC3)cc2)cc1 (configuration not stated),i,i
Cc1cc(C)cc(NC(=O)/C=C/c2ccc([N+](=O)[O-])s2)c1,i,i
CCOc1ccc(OCC)c(NC(=O)C2C3C=CC(O3)C2C(=O)NCc2ccco2)c1 (configuration not stated),i,i
NC(=O)c1ccc(NC(=O)CNC(c2ccccc2)c2ccccc2)cc1,i,i
CC(C)Oc1cccc(C(=O)Nc2ccc(Br)cc2F)c1,i,i
O=C1CCCC(c2ccccc2)N1 (configuration not stated),i,i
COc1cccc(CNc2ccc(S(N)(=O)=O)cc2)c1OCc1ccccc1F,i,i
CCOC(=O)N1CCN(S(=O)(=O)c2ccc(OCC(=O)OC)c(C)c2)CC1,i,i
Nc1c(-c2ccc(Cl)cc2)cnn1-c1cc(C(F)(F)F)cc(C(F)(F)F)c1,i,i
Clc1ccc(CON/C=N/c2ncnc3sccc23)c(Cl)c1,i,i
Cc1ccc(S(=O)(=O)n2[nH]c(=O)cc2NC(=O)c2cccs2)cc1,i,i
Cn1c(CNC(=O)CNS(=O)(=O)c2ccc(Br)cc2)cc(=O)n(C)c1=O,i,i
N#Cc1c(N2CCCC2)nc(N)c2c(N)nc(N3CCCC3)cc12,i,i
Cc1ccccc1CC(=O)N1CCCC(CNC(=O)c2ccc(F)cc2)C1 (configuration not stated),i,i
CCC(C(=O)Nc1cc(C)cc(C)n1)c1ccccc1 (configuration not stated),i,i
CCOc1ccc(NS(=O)(=O)c2ccc(C(=O)NCC(c3ccc(OC)cc3)N3CCCC3)cc2)cc1 (configuration not stated),i,i
CC(NC(=O)C(=O)N/N=C\c1cccc([N+](=O)[O-])c1)c1ccccc1 (configuration not stated),i,i
O=C(Nc1ccc2nc3n(c(=O)c2c1)CCCC3)c1cccc(F)c1,i,i
CCCCOc1ccc(Cl)cc1CSc1nncn1N,-5*,i
N#Cc1ccc(CC(C(=O)O)N2Cc3ccccc3C2=O)cc1 (configuration not stated),i,i
COc1ccc(-c2cc(-c3c(O)c(OC)c4occc4c3OC)[nH]n2)cc1OC,i,i
CCC(C)NC(=O)C1CCCN(C(=O)NC2CCCCC2)C1 (configuration not stated),i,i
COCC1CCN(c2nc3nonc3nc2N2CCSCC2)C1 (configuration not stated),i,i
Cc1nc(N2CCN(c3ccccn3)CC2)c2c(C)c(C(=O)Nc3ccc(F)c(Cl)c3)sc2n1,i,i
N#Cc1cn(CC(=O)N2CCCc3ccccc32)c2ccccc12,i,i
CN(CC(=O)Nc1ccc(Cl)c(C(F)(F)F)c1)C(=O)c1cn2ccccc2n1,i,i
O=C1NC(NS(=O)(=O)c2ccccc2)(C(F)(F)F)C(=O)N1c1ccc(F)cc1 (configuration not stated),i,i
CC1=CC(C)(C)NC(=O)N1c1ccc(C)cc1,i,i

# Quoted at random: seven records from the list.
SMILES,CHT block,KCNQ2 block
CCC(C)NC(=O)C1CCCN(C(=O)NC2CCCCC2)C1 (configuration not stated),i,i
COc1ccc(-c2cc(-c3c(O)c(OC)c4occc4c3OC)[nH]n2)cc1OC,i,i
CC(NC(=O)C(=O)N/N=C\c1cccc([N+](=O)[O-])c1)c1ccccc1 (configuration not stated),i,i
CCCCOc1ccc(Cl)cc1CSc1nncn1N,-5*,i
O=C(Nc1ccc2nc3n(c(=O)c2c1)CCCC3)c1cccc(F)c1,i,i
N#Cc1cn(CC(=O)N2CCCc3ccccc32)c2ccccc12,i,i
N#Cc1ccc(CC(C(=O)O)N2Cc3ccccc3C2=O)cc1 (configuration not stated),i,i

# (more compounds)
SMILES,CHT block,KCNQ2 block
COc1ccc(CC(NC(C)=O)C(=O)NC2CCN(S(=O)(=O)c3ccc(NC(C)=O)cc3)CC2)cc1OC (configuration not stated),i,i
Cc1ccc(NCc2nnc(SCC(N)=O)n2CC2CCCO2)c(C)c1 (configuration not stated),i,i
CCCCN(C(=O)c1ccc2c(c1)OCCO2)c1c(N)n(CC(C)C)c(=O)[nH]c1=O,i,i
Cc1noc(C)c1S(=O)(=O)N(CC(=O)N1CCCCCC1)c1ccc(C(C)C)cc1,i,i
COc1ccc(N2CCN(CCNC(=O)c3c(C)cc(=O)oc3C)CC2)cc1,i,i
COc1ccc(C(=O)Cc2ccccc2)cc1OC,i,i
O=C(COC(=O)c1ccccc1Cl)Nc1ccc2[nH]c(=O)[nH]c2c1,i,i
O=C(Cn1ncn2nc(-c3ccccc3)cc2c1=O)NCc1ccccn1,i,i
CCC1(CC)Nc2ccccc2C(=O)N1c1ccc(NC(C)=O)cc1,i,i
C/C(=C\C(=O)c1ccc(F)cc1)Nc1ccc(N2CCOCC2)cc1,i,i
Cc1cc(OCC(=O)NCCCN2CCOCC2)c2c(C)cc(=O)oc2c1,i,i
O=C(CN(C(=O)c1csnn1)c1ccc2c(c1)OCCO2)NCc1ccc(F)cc1,i,i
CCc1ccc(NC(=O)C2=CC(c3ccc(OC)c(OC)c3)=NS(=O)(=O)N2C)cc1,i,i
CCCCOc1ccc(NC(=O)CSCC(=O)OCC)cc1,i,i
CN(C)S(=O)(=O)NCCNC(=O)c1cc(OCC(F)(F)F)ccc1OCC(F)(F)F,i,i
COc1ccc2nc(COC(=O)c3ccco3)c(C(C)=O)[n+]([O-])c2c1,i,i
CCOC(=O)N1CCN(Cc2c(F)cccc2Cl)CC1,i,i
O=C(NCc1ccc(F)cc1)c1c2c(nc3ccccc13)CCN(Cc1ccccc1)C2,i,i
CC1CN(Cc2nc3c(c(=O)n(C)c(=O)n3C)n2CC(O)CO)CC(C)O1 (configuration not stated),i,i
NS(=O)(=O)c1cc(C(=O)O)cc(N2CCCC2)c1Oc1ccccc1,i,nt
COc1cc(CN2CCCC(N3CCc4ccccc4C3)C2)c(Cl)cc1O (configuration not stated),i,i
CC(C(N)=O)N1C(=O)NC2(CCCc3ccccc32)C1=O (configuration not stated),i,i
Cn1c(=O)n(C)c2cc(S(=O)(=O)NCc3ccccc3)ccc21,i,i
O=C(Nc1nc2ccccc2[nH]1)c1cccc([N+](=O)[O-])c1,i,i

# By substructure, those above containing a cyano group
SMILES,CHT block,KCNQ2 block
COc1ccc(CNc2nc(C)cc(C)c2C#N)cc1,i,i
N#Cc1c(N2CCCC2)nc(N)c2c(N)nc(N3CCCC3)cc12,i,i
N#Cc1ccc(CC(C(=O)O)N2Cc3ccccc3C2=O)cc1 (configuration not stated),i,i
N#Cc1cn(CC(=O)N2CCCc3ccccc32)c2ccccc12,i,i

# CHT block: hit marks shown above.
SMILES,CHT block,KCNQ2 block
CCCCOc1ccc(Cl)cc1CSc1nncn1N,-5*,i

# (listing goes on)
SMILES,CHT block,KCNQ2 block
CC1CC(C)CN(C(=O)CCn2c(=O)oc3ccccc32)C1 (configuration not stated),i,i
CCOC(=O)c1sc(C)c2c1NC1(CCCCCC1)NC2=O,i,i
Cc1cc(C)c(NC(=O)CSc2ccc(-c3ccccn3)nn2)c(C)c1,i,i
Cc1nc(C)c(/C(O)=C\c2nc3ccc([N+](=O)[O-])cc3oc2=O)o1,i,i
S=C(NCc1ccccc1)NCc1cccc(Cl)c1,i,i
Cc1cccc2cc(C#N)c(NCCNS(=O)(=O)c3ccc4c(c3)OCCO4)nc12,i,i
Cc1sc2nc(CSc3nc4ccccc4s3)[nH]c(=O)c2c1C,i,i
CCOC(=O)c1ccc(Oc2c(C)oc3cc(OS(C)(=O)=O)ccc3c2=O)cc1,i,i
CCn1cnc2sc(C(=O)Oc3cccc(C)c3)c(C)c2c1=O,i,i
Cc1ccccc1NC(=O)Cc1cn(C)c2ccccc12,i,i
CCC1(C)Cc2ccccc2C(=S)N1 (configuration not stated),i,i
Cc1ccc(S(=O)(=O)NC2=NCN(C3CCN(Cc4ccccc4)CC3)CN2)cc1,i,i
Brc1ccc(-c2nnc3n2C2(CCCC2)Cc2ccccc2-3)o1,i,i
CN1C(=O)c2ccc(NC(=O)CCS(=O)(=O)c3ccccc3)cc2C1=O,i,i
CC1CN(C(=O)C2CCCC2)C(C)CN1C(=O)C1CCCC1 (configuration not stated),i,i
O=C(O)c1ccccc1SCCS(=O)(=O)c1ccc(Cl)cc1Cl,i,i
COC(CNC(=O)C1CCCN(S(=O)(=O)c2ccc3c(c2)oc(=O)n3C)C1)OC (configuration not stated),i,i
C/C(CC(=O)Nc1cccc(Cl)c1C)=N\NC(=O)Cc1csc(N)n1,i,i
O=C(c1cc(-c2ccccc2)n[nH]1)N1CCc2c([nH]c3ccccc23)C1c1ccccn1 (configuration not stated),i,i
Oc1ccc(Cl)cc1CNCC1CCCCC1,i,nt
C=CCn1c(SCc2ccc3c(c2)OCO3)nc2scc(-c3ccco3)c2c1=O,i,-6.1*
CN(C)C(=O)COC(=O)c1ccc(S(=O)(=O)NCc2ccco2)cc1,i,i
CCOc1ccc(NC(=O)CSc2nc3[nH]ncc3c(=O)n2-c2ccccc2OC)cc1,i,i
O=C1N/C(=C/c2ccc(N3CCOCC3)o2)C(=O)N1c1ccccc1,i,nt
O=C1Nc2ccccc2/C1=C/c1ccccc1Cl,i,i
CC(=O)Nc1ccc(OCc2cccc([N+](=O)[O-])c2)cc1,i,i
O=c1o[nH]c(-c2ccccc2)c1C1=NCCCCC1,i,i
CCN1C(=O)C(CC(=O)Nc2ccc(F)cc2)N(Cc2ccc3c(c2)OCO3)C1=S (configuration not stated),i,i
COc1cc(C(=O)Sc2ccc(Cl)cc2)cc(OC)c1OC,i,i
CSc1ncccc1C(=O)Nc1nc(C(C)(C)C)cs1,i,i
CCOC(=O)C(NCc1ccccn1)(NC(=O)c1cccnc1)C(F)(F)F (configuration not stated),i,nt
O=C(NCC(c1ccco1)N1CCc2ccccc2C1)c1ccc(F)cc1 (configuration not stated),i,-5.7*
CCN(CC)S(=O)(=O)c1ccc(NC(=S)Nc2ccc(F)cc2)cc1,i,i
Cc1ccc(CNC(=O)CN2C(=O)CSc3ccc(S(=O)(=O)N4CCC(C)CC4)cc32)cc1,i,i
CCCCCCCC(=O)NNC(=O)c1c(O)c2ccccc2n(CC)c1=O,i,i
CC(C)C(=O)N1CCN(C2=NS(=O)(=O)c3ccccc32)CC1,i,nt
Cc1coc(C)c1C(=O)Nc1ccc2ccccc2c1,nt,i
NC(=O)c1cccnc1Nc1cccc(F)c1,i,i
COc1ccc(-n2c(C)nc3c(cnn3-c3ccc(Cl)cc3)c2=O)cc1,i,i
CC1(C)CC(=O)C2=C(C1)c1c(ccc3ncccc13)NC2c1cccs1 (configuration not stated),i,i
CCOc1cc2c(cc1OC)C(NC(=O)C(F)(F)F)CC2=O (configuration not stated),i,i
Cc1c(CCC(=O)NCCCCCC(=O)O)c(=O)oc2c(C)c3oc4c(c3cc12)CCCC4,i,i
O=C(NCCc1cn2ccsc2n1)C1CCCCC1,i,i
Nc1nonc1C(=O)NCCNc1ccc([N+](=O)[O-])cn1,i,i
O=C(CSc1nnc(CCc2nc3ccccc3[nH]2)n1-c1ccccc1)NCc1ccccc1,i,i
Cn1cc(C(=O)N/N=C/C2=C(N3CCOCC3)C(=C/c3ccc([N+](=O)[O-])cc3)/CC2)ccc1=O,i,i
O=C(C[n+]1cc(-c2ccc(F)cc2)n2c1CCC2)OCc1ccccc1,i,i
CC1Sc2ccc(C(=O)OCc3ccccc3Cl)cc2NC1=O (configuration not stated),i,i
COc1ccc(C(=O)OCC(=O)NC(=O)NC2CCCC2)c(OC)c1,i,i
O=C(CNS(=O)(=O)c1ccccc1)N1CCN(c2ccccc2)CC1,i,i
O=C(NCCc1csc(-c2cccnc2)n1)c1cccc(Cl)c1,i,i
CC(=O)NC(C)c1nc2ccccc2n1CC(=O)N1C(C)CCCC1C (configuration not stated),i,i
O=C(CC1COc2ccccc2O1)NCCc1ccccc1 (configuration not stated),i,i
O=C(NC(=S)Nc1ccc2c(c1)C(=O)c1ccccc1C2=O)c1ccc(F)cc1,i,i
O=C(O)C1CC=CCC1C(=O)NC1CCCCC1 (configuration not stated),i,i
CCOC(=O)c1nn(-c2ccc(F)cc2)c2c1CC/C2=C/c1ccccc1,i,i
CCOc1ccc(OCCC(=O)OCC(=O)Nc2ccc(C)c(S(=O)(=O)N3CCCCC3)c2)cc1,i,i
CC(C)(CCl)C(=O)Nc1ccnc(-c2ccncc2)n1,i,i
Cc1ccc(CN(C)C(=O)COC(=O)CSc2ccc(C(N)=O)cc2[N+](=O)[O-])cc1,i,i
CSc1ccccc1NC(=O)c1cnccn1,i,i

# Overlap with the part before: 2 compounds, followed by the next part.
SMILES,CHT block,KCNQ2 block
Cc1ccc(CN(C)C(=O)COC(=O)CSc2ccc(C(N)=O)cc2[N+](=O)[O-])cc1,i,i
CSc1ccccc1NC(=O)c1cnccn1,i,i
COc1ccc(CCNC(=O)CC(C)(C)CC2=NS(=O)(=O)c3ccccc3N2)cc1OC,i,i
CC(NC(=O)c1ccc2c(c1)OCO2)C(c1cccs1)N1CCN(c2ccccc2)CC1 (configuration not stated),i,i
COC(=O)C1C/C(=N\NS(=O)(=O)c2ccc(C)cc2)c2sccc2C1 (configuration not stated),i,i
Cn1cnc(S(=O)(=O)Nc2ccc(OC(F)F)cc2)c1,i,i
Brc1ccc(OCc2nnnn2-c2ccccc2)cc1,i,i

# Assay outcomes as filed in PubChem BioAssay.
